Screens deposited in PubChem BioAssay by several laboratories.
Mcl1 Bid PPI: Mcl-1/Bid binding inhibitors, primary screen, biochemical, TR-FRET, 1536-well; Induced myeloid leukemia cell differentiation protein Mcl-1 (Homo sapiens), Q07820; TR-FRET Mcl-1/Bid-Dy647 peptide binding; inhibition, % at 21.7 µM; 0.97% of 220,000 active; AID 1021, 2008;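 active = compounds that cut the binding signal by more than half at the single screening dose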;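 note: His-tagged Mcl-1 with europium anti-His antibody binding Bid BH3 peptide; 0% = Mcl-1 plus peptide wells and 100% = peptide-only wells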
Target sequence (Q07820 whole entry, looked up): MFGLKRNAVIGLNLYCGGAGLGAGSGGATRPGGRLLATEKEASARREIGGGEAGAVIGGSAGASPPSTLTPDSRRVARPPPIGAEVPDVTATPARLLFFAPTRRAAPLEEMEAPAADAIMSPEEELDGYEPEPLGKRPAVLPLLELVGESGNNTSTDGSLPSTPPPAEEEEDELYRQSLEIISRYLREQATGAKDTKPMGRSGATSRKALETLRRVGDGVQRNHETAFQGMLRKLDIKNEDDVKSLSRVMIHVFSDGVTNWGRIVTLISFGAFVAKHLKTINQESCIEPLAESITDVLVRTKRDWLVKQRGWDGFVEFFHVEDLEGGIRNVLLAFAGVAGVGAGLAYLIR
Mcl1 Noxa PPI: Mcl-1/Noxa binding inhibitors, primary screen, biochemical, TR-FRET, 1536-well. Induced myeloid leukemia cell differentiation protein Mcl-1 (Homo sapiens), Q07820. TR-FRET Mcl-1/Noxa peptide binding, 2 h. inhibition, % at 21.7 µM. 1.5% of 220,000 active. AID 1022, 2008;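 active = compounds that cut the protein-peptide binding signal by more than 50% relative to plate controls in a single-dose test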;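 note: His-tagged Mcl-1 with rhodamine Noxa BH3 peptide and terbium anti-His antibody; 0% = Mcl-1 plus Noxa peptide wells and 100% = peptide-only wells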
RGS4-Gao reg: modulators of RGS4 binding to Galphao, primary screen, biochemical, multiplexed bead flow cytometry; actives lie on both sides; binding response (% of control), % at 10 µM; 0.33% of 220,000 active; in the data active = binding response below about 49% or above about 150%; inactive = in between;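 note: fluorescent Galphao activated with aluminum fluoride binding bead-coupled RGS4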
Bfl-1 Bim block: inhibitors of Bim binding to Bfl-1, primary screen, biochemical, multiplexed, bead-based flow cytometry; Bcl-2-related protein A1 (Homo sapiens), Q16548; 0.12% of 190,000 active; AID 1008, 2008; Bim-Bfl-1 binding inhibition; inhibition, % at 10 µM;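 note: 0% = wells without compound plus tracer and 100% = blocker peptide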
Bim-Bcl-XL: inhibitors of Bim-Bcl-XL binding, primary screen, biochemical, multiplexed, bead flow cytometry, human Bcl-XL. Bim peptide-Bcl-XL binding, fluorescence. inhibition, % at 10 µM. 0.04% of 190,000 active. AID 1007, 2008
Target sequence (Q07817 whole entry, looked up): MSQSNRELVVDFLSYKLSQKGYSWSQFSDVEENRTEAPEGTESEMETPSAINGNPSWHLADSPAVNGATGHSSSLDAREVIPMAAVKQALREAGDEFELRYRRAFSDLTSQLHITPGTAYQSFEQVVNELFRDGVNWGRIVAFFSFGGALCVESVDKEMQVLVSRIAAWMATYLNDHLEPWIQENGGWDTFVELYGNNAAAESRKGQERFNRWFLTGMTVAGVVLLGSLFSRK
Bcl-B Bim block: inhibitors of Bim-Bcl-B binding, primary screen, biochemical, multiplexed, human Bcl-2 family; Bcl-2-like protein 10 (Homo sapiens), Q9HD36; 0.073% of 190,000 active; bead-based flow cytometry, Bim peptide-Bcl-B binding; inhibition, % at 10 µM; AID 951, 2007;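 note: 0% = tracer peptide without compound and 100% = reference inhibitor peptide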
Bcl-W Bim block: inhibitors of Bim binding to Bcl-W, primary screen, biochemical, multiplexed, bead-based flow cytometry; Bim peptide-Bcl-W binding; inhibition, % at 10 µM; Bcl-2-like protein 2 (Homo sapiens), Q92843; AID 952, 2007; 0.02% of 190,000 active;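 note: 0% = bound tracer without compound and 100% = peptide blocker; higher means less fluorescent Bim peptide bound to Bcl-W beads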
Target sequence (Q92843 whole entry, looked up): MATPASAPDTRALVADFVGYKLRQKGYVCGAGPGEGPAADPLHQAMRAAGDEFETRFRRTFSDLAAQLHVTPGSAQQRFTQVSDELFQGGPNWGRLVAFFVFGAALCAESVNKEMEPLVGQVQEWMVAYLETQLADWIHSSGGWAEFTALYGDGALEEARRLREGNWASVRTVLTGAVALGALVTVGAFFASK
RGS8-Gao: RGS8-Galphao binding modulators, primary screen, biochemical, multiplexed bead flow cytometry | Guanine nucleotide-binding protein G(o) subunit alpha (Homo sapiens), P09471 | actives lie on both sides | response (percent of control binding), % at 10 µM | 0.34% of 220,000 active | AID 1423, 2008; in the data active = response below about 60% or above about 140%; inactive = in between;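 note: Galphao activated as the GDP aluminium fluoride complex binding bead-coupled RGS8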
Mcl-1 Bim block: inhibitors of Bim peptide binding to Mcl-1, primary screen, biochemical, bead-based flow cytometry, multiplex; 0.1% of 190,000 active; AID 1009, 2008; Bim peptide-Mcl-1 binding; inhibition, % at 10 µM;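 note: 0% = no compound tracer wells and 100% = peptide blocker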
RGS7-Gao reg: RGS7-Galphao binding modulators, primary screen, biochemical, multiplexed bead flow cytometry | Guanine nucleotide-binding protein G(o) subunit alpha (Homo sapiens), P09471 | binding response (% of control), % at 10 µM | 0.35% of 220,000 active | actives lie on both sides; in the data active = binding response below about 49% or above about 150%; inconclusive = no clear call, values can overlap the other calls; inactive = in between;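 note: fluorescent Galphao held in activated GDP-AlF4 state binding bead-coupled RGS7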
Bim-Bcl-2: inhibitors of Bim-Bcl-2 binding, primary screen, biochemical, multiplexed, human Bcl-2 family. Bead-based flow cytometry, Bim peptide-Bcl-2 binding. Apoptosis regulator Bcl-2 (Homo sapiens), P10415. 0.06% of 190,000 active. inhibition, % at 10 µM; in the data active = inhibition above about 40%; inconclusive = no clear call, values can overlap the other calls;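 note: 0% = no compound wells with probe peptide and 100% = reference peptide inhibitor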
Target sequence (P10415 whole entry, looked up): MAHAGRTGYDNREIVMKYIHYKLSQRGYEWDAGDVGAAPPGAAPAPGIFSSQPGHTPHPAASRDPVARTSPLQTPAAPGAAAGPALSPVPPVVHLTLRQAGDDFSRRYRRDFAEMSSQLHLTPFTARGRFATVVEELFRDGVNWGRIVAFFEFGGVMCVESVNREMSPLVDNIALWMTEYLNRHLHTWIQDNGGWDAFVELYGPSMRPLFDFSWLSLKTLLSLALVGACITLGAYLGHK
Active calls of the source: *; ? = inconclusive; / = no result given. Cut-off read from the data, not from the text of the source, unless noted: active = inhibition above about 40%. Rows were taken by chance; overall some 2.7% were active at least once.

SMILES	Mcl1 Bid PPI	Mcl1 Noxa PPI	RGS4-Gao reg	Bfl-1 Bim block	Bim-Bcl-XL	Bcl-B Bim block	Bcl-W Bim block	RGS8-Gao	Mcl-1 Bim block	RGS7-Gao reg	Bim-Bcl-2
COc1cccc(/C=N/NC(=O)c2ccc(-c3ccccc3)cc2)c1O	-12.5	1.4	85.2	-11.0	-10.0	-6.0	-3.0	87.3	-1.0	79.2	-5.0
CCCCN1C(=O)C(O)=C(C(C)=O)C1c1ccccc1 (configuration not stated)	-57.0	-16.7	103.9	-10.0	-8.0	-6.0	7.0	101.9	3.0	101.8	-1.0
CCOc1ccc(NC(=O)CCNS(=O)(=O)c2ccc3c(c2)c(=O)n(C)c(=O)n3C)cc1	-18.8	13.6	100.1	0.0	0.0	-1.0	-2.0	97.8	-1.0	99.2	-2.0
Nc1nnc(SCCOc2ccc(Br)cc2)s1	-16.1	0.3	98.0	-3.0	0.0	-6.0	-3.0	101.7	-5.0	102.3	-9.0
Cn1c(=O)c([N+](=O)[O-])c(Oc2ccccc2)c2ccccc21	-43.8	18.8	91.2	0.0	-1.0	-1.0	-4.0	89.6	-5.0	88.6	-4.0
COc1ccc(Nc2nnc(C)c(=O)[nH]2)cc1	-26.8	4.1	105.1	-8.0	-13.0	-7.0	2.0	99.2	1.0	101.3	-7.0
COc1cccc(C2CC(=O)Nc3c2c(=O)n(C)c(=O)n3C)c1OC (configuration not stated)	-6.7	9.2	102.3	-10.0	-7.0	-8.0	-7.0	99.1	5.0	102.3	-10.0
CN(C)S(=O)(=O)Oc1ccsc1C(=O)Nc1cccc(Cl)c1Cl	-5.4	-7.8	101.5	-13.0	-8.0	-13.0	0.0	101.1	-2.0	96.5	-18.0
COc1ccc(-c2[nH]c(-c3ccc(Cl)cc3)nc2SCC(=O)Nc2nccs2)cc1	-7.7	7.4	/	1.0	-5.0	-6.0	-5.0	/	-5.0	/	2.0
COc1cc(C(=O)O)ccc1OC(C)=O	-9.1	4.8	99.8	-11.0	-4.0	-5.0	3.0	101.4	0.0	102.5	-9.0
C=CCN1C(=O)/C(=N/n2cnnc2)c2ccccc21	-37.6	8.1	103.6	-14.0	-4.0	-11.0	-2.0	100.5	-5.0	98.9	-11.0
CC(C)N=C(NS(=O)(=O)c1ccc(Br)cc1)c1ccc(Cl)cc1	-13.9	-17.4	100.3	-7.0	-5.0	-3.0	0.0	101.1	0.0	95.8	-4.0
CCOc1ccc(N(CC(=O)NC2CCCC2)S(=O)(=O)c2c(C)noc2C)cc1	-18.6	14.7	91.3	-9.0	-3.0	-2.0	1.0	98.0	-1.0	88.7	-3.0
CC(=O)Oc1cc2c(C(=O)NCCN3CCOCC3)c(C)oc2c2ccccc12	-16.4	0.6	107.2	-5.0	-12.0	-1.0	-4.0	130.4	-5.0	106.8	-8.0
O=[N+]([O-])/C(C(Cl)=C(Cl)Cl)=C(\Sc1ccccc1)N1CCCCC1	-35.3	9.3	103.1	-7.0	-5.0	-6.0	0.0	103.8	-3.0	108.2	-6.0
Cc1ccc(C)c(NC(=O)C2=CCN(S(=O)(=O)c3ccc(F)cc3)CC2)c1	5.2	6.8	93.9	1.0	-2.0	-3.0	1.0	88.9	0.0	96.6	0.0
CCCCOc1ccc(/C=C/C(=O)NCCc2nc3ccccc3[nH]2)cc1	-5.9	-3.0	98.2	-10.0	-2.0	-5.0	1.0	98.7	0.0	99.9	-6.0
CCN(CC)S(=O)(=O)c1ccc(-c2nnc(SCc3nnc(-c4ccc(C)cc4)o3)o2)cc1	8.1	-6.5	82.8	-12.0	0.0	-7.0	0.0	85.9	0.0	81.0	-6.0
Cc1cc2c(ncn2C)c(NS(=O)(=O)c2ccc(F)cc2)c1C	-0.8	10.7	107.2	3.0	1.0	4.0	2.0	112.5	2.0	105.1	3.0
Cc1ccc(C(=O)NCC(=O)NCC(=O)OCc2ccc(F)cc2)cc1	-7.8	15.2	99.2	-5.0	-1.0	-3.0	1.0	99.3	0.0	97.2	-6.0

Next part, overlapping the part above by 2 compounds.
SMILES	Mcl1 Bid PPI	Mcl1 Noxa PPI	RGS4-Gao reg	Bfl-1 Bim block	Bim-Bcl-XL	Bcl-B Bim block	Bcl-W Bim block	RGS8-Gao	Mcl-1 Bim block	RGS7-Gao reg	Bim-Bcl-2
Cc1cc2c(ncn2C)c(NS(=O)(=O)c2ccc(F)cc2)c1C	-0.8	10.7	107.2	3.0	1.0	4.0	2.0	112.5	2.0	105.1	3.0
Cc1ccc(C(=O)NCC(=O)NCC(=O)OCc2ccc(F)cc2)cc1	-7.8	15.2	99.2	-5.0	-1.0	-3.0	1.0	99.3	0.0	97.2	-6.0
N#CCSc1nnc(COc2cccc3ccccc23)n1-c1cccc(Cl)c1	4.6	11.8	98.6	-11.0	-2.0	-5.0	5.0	100.1	5.0	100.4	-7.0
CC1=C(C(=O)N2CCc3ccccc32)C2(CCC(C)CC2)OC1=O (configuration not stated)	-29.4	12.3	111.2	-10.0	-5.0	-11.0	-2.0	124.1	-6.0	110.2	-10.0
C#CCOCCOCCOCCNc1nc(N2CCN(C(=O)[C@H](C(C)C)n3cc(CCO)nn3)CC2)nc(N2CCN(C(=O)[C@H](CCCCN)n3cc(CCCC)nn3)CC2)n1	29.1	34.1	99.7	-4.0	-6.0	-5.0	-3.0	100.8	-3.0	101.9	-3.0
CCc1ccc(NC(=O)c2ccccc2SC)cc1	-0.9	-9.3	101.5	-8.0	-7.0	-11.0	-3.0	103.3	-4.0	?	-8.0
Cn1c(=O)c2[nH]c(N/N=C(/C#N)C(N)=O)nc2n(C)c1=O	-26.4	23.6	104.1	/	/	/	/	102.0	/	?	/
COc1ccc(CNC(=O)N[C@H](C(=O)O)C(C)C)cc1OC	-4.9	4.6	96.4	/	/	/	/	101.3	/	?	/
N=c1sccn1CC(=O)Nc1cccc2ccccc12	-43.6	2.6	97.7	-10.0	1.0	-5.0	0.0	97.4	-3.0	101.0	-10.0
O=C(O)c1nnn(-c2cccc(C(F)(F)F)c2)c1-c1ccccc1	1.1	7.0	98.5	/	/	/	/	101.9	/	?	/
O=C(CSc1ncccn1)c1ccccc1Br	-40.3	21.1	99.8	0.0	-11.0	-30.0	-4.0	101.6	-8.0	116.8	-8.0
O=C1CNC(=S)N1CCc1ccccc1Cl	-70.8	2.2	102.7	/	/	/	/	100.2	/	?	/
CC(=O)c1cnn(-c2cc(Oc3cccc(C)c3)ncn2)c1C	6.3	3.6	98.8	-5.0	-10.0	-5.0	-1.0	96.8	-3.0	102.8	-9.0
O=C(COc1ncnc2sccc12)N1CCN(c2ccccc2)CC1	-11.8	30.5	97.2	/	/	/	/	99.3	/	?	/
COc1cc(C(=O)OCCN2CCOCC2)cc(OC)c1OC	-12.1	1.1	100.4	-9.0	1.0	-5.0	0.0	98.3	2.0	100.3	-1.0
Oc1c(C(c2cccs2)N2CCN(c3cccc(Cl)c3)CC2)sc2ncnn12 (configuration not stated)	-35.7	6.4	97.0	-3.0	-4.0	-3.0	0.0	97.2	0.0	92.3	1.0
COC(=O)N/N=C/c1cc(Cl)c(OCc2ccc(F)cc2)c(OC)c1	-22.1	13.9	104.4	-8.0	-3.0	-3.0	0.0	102.4	1.0	104.5	-2.0
Cc1ccccc1NC(=S)NNC(=O)c1csc2c1CCC(C)C2 (configuration not stated)	-64.0	-59.6	101.7	-2.0	0.0	-9.0	2.0	102.1	1.0	98.8	-5.0
COCCNC(=O)/C(C#N)=C/C=C/c1ccccc1	-24.9	9.9	93.9	-6.0	0.0	-3.0	0.0	98.8	1.0	?	-2.0
COc1cc2c(C(=O)N3CCN(c4ccccc4F)CC3)cn(C)c(=O)c2cc1OC	-9.7	5.2	99.1	-1.0	-3.0	0.0	-3.0	101.0	0.0	100.8	-2.0
CCOc1ccc(CCNC(=O)C2CCN(c3nnc(-n4cccc4)s3)CC2)cc1	-19.9	1.1	99.5	-11.0	-4.0	-3.0	-3.0	100.6	0.0	96.3	-8.0
Cc1ccc(NC(=O)CSc2nnc(-c3ccncc3)n2C)cc1C	-2.1	5.2	101.4	-13.0	-5.0	-5.0	2.0	99.4	0.0	103.9	-5.0
O=[N+]([O-])c1ccccc1S(=O)(=O)n1nnc2ccccc21	-6.9	-10.1	101.8	-15.0	-4.0	-4.0	-3.0	100.6	-5.0	99.2	-10.0
O=C(/C=C/c1ccccc1)NC(=S)Nc1ncccn1	-76.0	68.1*	101.8	/	/	/	/	100.2	/	?	/
Nc1nc2ccc(C(=O)Nc3ccccc3)cc2s1	-7.0	9.2	98.0	-1.0	-1.0	0.0	1.0	90.7	-2.0	98.2	0.0
NNS(=O)(=O)c1ccc(Sc2ccccn2)c([N+](=O)[O-])c1	-24.8	9.3	88.1	/	/	/	/	92.6	/	?	/
O=C(C[n+]1cccc(NC(=O)c2ccccc2)c1)c1ccc(NC(=O)c2ccccc2)cc1	-4.0	13.2	101.3	0.0	0.0	-2.0	0.0	97.9	0.0	96.3	-1.0
Cc1cc(NC(=NC2CC2)c2ccccc2)n(-c2ccccc2)n1	-36.8	21.3	100.3	-2.0	0.0	3.0	0.0	100.7	5.0	103.5	0.0
O=c1c(-c2ccc(Oc3ccccc3)cc2)[n+]([O-])c2ccccc2n1OCc1ccccn1	-7.9	8.3	101.7	-17.0	-5.0	-5.0	0.0	100.3	-3.0	97.9	-6.0
CCOC(=O)c1[nH]c2ccccc2c1NC(=O)c1ccc(Br)o1	3.5	-0.6	101.6	3.0	-2.0	1.0	1.0	105.0	2.0	101.6	3.0
Cc1nccn1CCN(C)Cc1cn(Cc2ccccc2)nc1-c1ccc2c(c1)OCO2	-32.0	0.6	104.0	-7.0	0.0	-1.0	0.0	103.3	0.0	103.2	-1.0
COc1ccc(C)cc1-n1nnnc1SC/C(O)=C(\C#N)c1nc2ccccc2[nH]1	-37.0	11.9	95.0	-1.0	-8.0	-12.0	-13.0	104.8	-13.0	95.6	-9.0
COc1ccc(OC)c(N2C(N)=NC(N)=NC23CCCC3)c1	-7.7	24.5	100.8	-14.0	-7.0	-7.0	1.0	101.1	-1.0	102.0	-5.0
O=C(NNC(=O)c1ccc([N+](=O)[O-])o1)c1ccccc1	0.7	2.2	95.6	0.0	-2.0	-1.0	-3.0	98.0	-1.0	96.3	-2.0
Cc1cc(O)c(/C=N/Nc2ccc(F)cc2)c(=O)o1	1.2	9.3	101.7	1.0	-5.0	1.0	-8.0	99.7	-7.0	?	-3.0
O=C(Cn1c(=O)oc2cc(S(=O)(=O)N3CCCC3)ccc21)NC1CCCc2ccccc21 (configuration not stated)	39.1	-17.5	95.8	5.0	2.0	11.0	11.0	99.0	9.0	93.2	15.0
